Compound activity: PubChem BioAssay, Broad Institute
Cneo AK release – Cryptococcus neoformans cell lysis inducers, primary screen, AK release luminescence, single concentration; C. neoformans lysis, adenylate kinase release luminescence, 4 h; normalised: neutral wells 0, clomiphene wells 100; lysis activity, % at 15 µM; 360,000 compounds, 0.2% hits; AID 651654, 2012;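 active means mean lysis activity across replicates of at least 80%, whatever share of replicates individually reach that level; inactive means mean lysis activity below 80%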
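Assay system: log-phase C. neoformans yeast / Quantity: yeast cell density of 5 × 10^6 cells/mL / Medium: fresh YPD growth medium / Compound: single dose / Timing: static 4 h at 37 °C with compound, 1 h detection / Measured by: adenylate kinase release luminescence / Read-out: lysis from increased AK signal / Benchmarks: Clomiphene as positive lysis control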
miR122 inh – miR-122 Renilla sensor signal increase in Huh7, primary screen, miR-122 inhibitor project, cell-based, single point, plate reader; Huh7 miR-122 Renilla luciferase sensor, 48 h; neutral wells = 0, positive control = 100; activation (reporter increase), % at 12.5 µM; 340,000 compounds, 0.3% hits; AID 602342, 2012;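 active means mean replicate activation score at least 90 and every replicate individually at or above 90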;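 further: higher luciferase means less miR-122 activity so hits act as miR-122 inhibitors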
C2C12 statin – suppressors of statin myotoxicity in C2C12 myotubes, primary screen, cell-based, single point, plate reader. 330,000 compounds, 0.78% hits. rescue of ATP level, % at 7.49 µM. C2C12 myotubes + simvastatin, ATP luminescence, 48 h; scaled: DMSO 0, geranylgeraniol control 100;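 active means mean ATP rescue above about 67%, or every replicate alone reaching that limit, limit read from the data, passing the limit was not always enough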;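 further: myotubes were challenged with 10 µM simvastatin during compound exposure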
SIRT5 block – SIRT5 desuccinylase inhibitors, primary screen, biochemical, fluorescence imaging, single point, set 5 | Purified SirT5, succinyl-peptide AMC, trypsin-coupled fluorescence | 330,000 compounds, 1.1% hits | NAD-dependent protein deacylase sirtuin-5, mitochondrial (Homo sapiens), Q9NXA8 | inhibition, % at 15 µM; in the data active means inhibition above about 15%
Target sequence (Q9NXA8 whole entry, looked up): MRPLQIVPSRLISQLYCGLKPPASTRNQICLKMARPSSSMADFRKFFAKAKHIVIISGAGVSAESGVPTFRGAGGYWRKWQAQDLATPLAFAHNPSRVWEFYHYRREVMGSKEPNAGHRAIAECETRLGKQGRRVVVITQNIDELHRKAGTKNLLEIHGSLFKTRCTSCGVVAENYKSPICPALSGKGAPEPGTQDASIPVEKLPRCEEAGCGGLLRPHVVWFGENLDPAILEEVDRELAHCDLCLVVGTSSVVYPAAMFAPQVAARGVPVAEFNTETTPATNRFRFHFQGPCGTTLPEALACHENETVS
esBAF inh – Bmi1 luciferase reporter increase in mESCs, primary screen, esBAF inhibitor project, mouse ES cells, Bmi1 luciferase knock-in, single point | reporter increase, % at 12.5 µM | 350,000 compounds, 2% hits | 24 h; 100% = twice the neutral-well signal; in the data active means activation above about 40%;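 further: 0% = median of the plate's neutral control wells and 100% = double that signal; a rise in the Bmi1 reporter signal indicates esBAF inhibition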
ERp5 inh – inhibitors of ERp5-driven insulin aggregation, primary screen, biochemical, turbidity, absorbance 650 nm, single point | AID 651711, 2012 | 90 min | 350,000 compounds, 0.05% hits | inhibition, % at 9.99 µM;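 active means mean replicate inhibition above about 25%, with every replicate also reaching it, limit read from the data, passing the limit was not always enough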
Target sequence (Q15084 whole entry, looked up): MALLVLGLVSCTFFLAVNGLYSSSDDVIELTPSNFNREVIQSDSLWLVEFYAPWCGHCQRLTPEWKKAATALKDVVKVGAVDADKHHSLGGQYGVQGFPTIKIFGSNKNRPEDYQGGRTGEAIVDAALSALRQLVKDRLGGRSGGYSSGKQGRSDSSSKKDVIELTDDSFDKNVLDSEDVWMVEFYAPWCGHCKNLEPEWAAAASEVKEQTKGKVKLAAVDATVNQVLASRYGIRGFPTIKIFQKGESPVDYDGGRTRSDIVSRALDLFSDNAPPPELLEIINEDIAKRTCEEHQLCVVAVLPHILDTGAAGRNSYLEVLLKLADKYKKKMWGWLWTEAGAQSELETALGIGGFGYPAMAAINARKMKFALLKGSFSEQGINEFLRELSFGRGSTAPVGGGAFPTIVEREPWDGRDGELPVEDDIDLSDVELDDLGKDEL
ARNT-TACC3 inh – disruptors of ARNT/TACC3 protein interaction, primary screen, biochemical, AlphaScreen, single concentration; Transforming acidic coiled-coil-containing protein 3 (Homo sapiens), Q9Y6A5; AlphaScreen His-ARNT PAS-B/GST-TACC3 binding, luminescence; TACC3 fragment carries E629A point mutation; inhibition, % at 9.99 µM; 390,000 compounds, 0.66% hits; AID 623870, 2012;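 active means mean inhibition of replicates at least 50% and at least half of replicates each reaching 50%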;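 further: 0% = complete ARNT plus TACC3 wells and 100% = ARNT alone without TACC3; many hits fall short of the cut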
The depositor's hits bear a star; · = not tested or not shown; [ ] = remark or other dose.

SMILES | Cneo AK release | miR122 inh | C2C12 statin | SIRT5 block | esBAF inh | ERp5 inh | ARNT-TACC3 inh
CCOc1ccccc1NC(=O)COC(=O)C(Cc1ccccc1)NC(=O)c1ccco1 (configuration not stated) | -1 | -6 | -9 | 0 | -10 | -5 | 2
O=c1c(-n2cncn2)c[nH]n1-c1cccc(Cl)n1 | · | 0 | · | -3 | · | -9 | -6
CC(C)(C)NS(=O)(=O)c1ccc(OCC(=O)NCC2CCCO2)cc1 (configuration not stated) | -2 | 6 | 0 | 8 | 5 | -1 | -21
CCN1CCN(c2ccc(S(=O)(=O)N3CCCCC3)cc2NC(=O)/C=C/c2ccc(F)cc2)CC1 | -2 | · | 1 | 3 | 9 | 2 | 18
CCCn1c(CN(C)Cc2ccccc2)nc2c1c(=O)n(C)c(=O)n2C | 1 | 0 | -13 | · | -4 | · | 2
COc1ccc(OCC2CCCN(Cc3nc(CC4CC4)no3)C2)cc1 (configuration not stated) | · | · | · | -7 | · | -2 | -1
O=C(N[C@@H]1C/C=C\C[C@@H](CC(=O)N(CCO)Cc2ccccc2)C(=O)N[C@H](Cc2ccccc2)COC1=O)OCC1c2ccccc2-c2ccccc21 | 0 | 1 | -83 | 2 | -22 | 2 | 2
NC(=S)Nc1c(Cl)cccc1Cl | · | · | · | 1 | · | -9 | 8
Cc1noc(C)c1NC(=O)N(C)C[C@H]1Oc2c(NS(=O)(=O)c3ccccc3)cccc2C(=O)N([C@H](C)CO)C[C@H]1C | -52 | -3[16.7 µM] | 16 | 5 | 2 | -10 | -1
CCCN(C(=O)COc1ccc(C(C)=O)cc1OC)C1CCS(=O)(=O)C1 (configuration not stated) | 0 | -2 | 3 | -1 | -3 | 7 | 0
COc1ccc(-c2nnc(OCc3ccccc3)c3ccccc23)cc1 | 3 | 58 | -7 | -1 | 4 | 18 | -3
C[C@H]1CN([C@@H](C)CO)C(=O)c2cc(C#Cc3ccccc3)cnc2O[C@@H]1CN(C)Cc1ccccn1 | 7 | -1[16.7 µM] | 1 | -8 | 1 | 5 | 15
Cc1cccc(C(=O)Nc2nnc(S(=O)(=O)N3CCOCC3)s2)c1 | 2 | · | -19 | 2 | 10 | -3 | -7
Cc1cc(NC(=O)C(Cl)Cl)cc2c1OCO2 | 0 | 1 | 5 | 9 | -10 | -3 | -4
C[C@@H]1CCCCO[C@H](CN(C)S(=O)(=O)c2ccc(F)cc2)[C@H](C)CN([C@@H](C)CO)C(=O)c2cc(NS(=O)(=O)c3ccccc3)ccc2O1 | 51 | -3[16.7 µM] | 37 | 5 | 2 | -1 | -1
O=C(Nc1ccc(S(=O)(=O)N2CCCCC2c2cccnc2)cc1)c1ccccc1F (configuration not stated) | 0 | -19 | · | -4 | · | 2 | 4
NC(=O)c1ccsc1NC(=O)CSc1nnc2ccccn12 | 2 | -2 | 12 | -3 | 5 | -11 | -7
COc1ccc(C(CC(=O)O)NS(=O)(=O)c2ccc(C)cc2)cc1 (configuration not stated) | -2 | -4 | -6 | · | 1 | · | -2
CCOC(=O)COc1ccccc1/C=C1/NC(=O)NC1=O | -3 | -3 | 4 | 5 | -1 | 2 | 0
COc1ccc(C#Cc2ccc3c(c2)[C@]2(C(=O)N3)[C@H](c3ccc(O)cc3)N3[C@H](c4ccccc4)[C@H](c4ccccc4)OC(=O)[C@H]3[C@@H]2C(=O)O)cc1 | 62 | · | · | 8 | · | 1 | 2
Cc1nn(-c2ccccc2)c(C)c1C(=O)OCC(=O)NC12CC3CC(CC(C3)C1)C2 | -2 | 0 | -3 | -1 | 50* | 0 | 1
CC(=O)N[C@@H](Cc1ccc(O)cc1)CN1C(N)=NC[C@@H]1CC(C)C | 2 | 1 | 0 | 13 | -7 | 1 | -6
CC1CCN(c2ccccc2NC(=O)c2cc([N+](=O)[O-])ccc2N2CCOCC2)CC1 | 3 | -6 | · | 0 | · | 0 | 9
O=C(Nc1cc(Cl)ccc1N1CCOCC1)c1ccc2c(c1)OCCO2 | -4 | · | -8 | -3 | -2 | 4 | -3
Cc1nnc(Nc2ccc3c(c2)ncn3C)c2ccccc12 | -3 | -15 | -2 | · | -1 | · | 4
Following part:
SMILES | Cneo AK release | miR122 inh | C2C12 statin | SIRT5 block | esBAF inh | ERp5 inh | ARNT-TACC3 inh
Cc1ccc(S(=O)(=O)Nc2ccc3c(c2)CC(=O)N([C@H](C)CO)C[C@@H](C)[C@H](CN(C)Cc2ccc(Oc4ccccc4)cc2)O3)cc1 | 53 | -12[16.7 µM] | 64 | 1 | 4 | 6 | 1
COc1ccc(OC)c(-n2c(SCC(=O)NCC3CCCO3)nc3ccccc3c2=O)c1 (configuration not stated) | 7 | 9 | -12 | 6 | 1 | 2 | 10
CCOc1cc(N2CCOCC2)c(OCC)cc1NC(=O)c1cc(-c2ccco2)nc2ccccc12 | -2 | 1 | -73 | 0 | -5 | 14 | 4
Cc1cc(C(=O)Oc2cccnc2)ccc1[N+](=O)[O-] | 1 | -19 | -17 | -5 | -5 | -3 | 3
c1ccc(-c2nc3c4ccccc4ccn3c2CN2CCOCC2)cc1 | -5 | 4 | -19 | -3 | 34 | -2 | -8
CC(NC(=O)c1ccncc1)c1ccccc1 (configuration not stated) | 2 | -5 | -4 | -1 | 5 | -3 | -4
O=C(Nc1ccccc1N1CCCCC1)C1CCN(C(=O)c2ccc(Cl)cc2)CC1 | -1 | -6 | -4 | 0 | -3 | 2 | -1
C=CCn1c(C)cc(C(=O)Cn2nc(C(=O)O)c3ccccc3c2=O)c1C | -7 | 0 | 0 | 7 | 29 | 22 | -2
N#Cc1nc(-c2ccc(OCc3ccccc3)cc2)oc1NCCCN1CCOCC1 | -1 | 9 | 14 | · | 0 | · | 8
CCCNC(=O)N1C[C@@H]2[C@H](c3ccccc31)[C@H](CO)N2C(=O)NC(C)C | 0 | -10[16.7 µM] | -3 | · | -5 | · | -2
COc1ccccc1OCC(=O)Nc1c2c(nn1-c1ccc(F)cc1)CS(=O)(=O)C2 | 0 | -4 | -3 | -2 | -10 | -7 | -1
COc1cccc(CN2CC(C(=O)NCCCn3cccn3)CCC2=O)c1 (configuration not stated) | 2 | -2 | 0 | 0 | 0 | 2 | -1
COc1ccccc1CN1CC(C(=O)NCCC2=CCCCC2)CCC1=O (configuration not stated) | 1 | -3 | 3 | 0 | 3 | 2 | -4
COc1ccc(OC)c(Nc2nc(N)c([N+](=O)[O-])c(NC3CCCCC3)n2)c1 | 3 | -5 | -47 | -4 | -5 | -2 | -2
Cc1sc2ncnc(Sc3ccccc3C(=O)Nc3ccc(Br)cc3)c2c1C | 4 | 6 | -4 | 1 | 5 | 5 | -1
O=C(NC(=S)N1CCN(C2CCCCC2)CC1)c1ccccc1 | 12 | -3 | 7 | -1 | 4 | -5 | -1
O=CN(c1ccccc1)c1ccc2ccccc2c1 | · | · | · | 1 | · | -2 | 19
CCOC(=O)COc1ccc(S(=O)(=O)N2CCc3ccccc3C2)cc1 | -2 | -3 | 1 | · | 6 | · | -1
Cc1cc(C)cc(NC(=S)NCC2CCN(C(C)c3ccccc3)C2)c1 (configuration not stated) | 8 | -5 | -136 | 3 | 6 | 7 | 17
O=C(Cc1ccc(Br)cc1)N1CCCC1 | -2 | -1 | 15 | -5 | 2 | -2 | 24
Cc1ccc(S(=O)(=O)Nc2ccc3c(c2)C(=O)N([C@H](C)CO)C[C@H](C)[C@H](CN(C)C(=O)NC2CCCCC2)OCCCC[C@@H](C)O3)cc1 | 50 | 13[16.7 µM] | · | 4 | 4 | -2 | 5
COc1cccc(-c2ccc3c(c2)O[C@H](CN(C)C(C)=O)[C@@H](C)CN([C@H](C)CO)S3(=O)=O)c1 | 5 | -3[16.7 µM] | 2 | -6 | -2 | 2 | -2
Cc1cc2[nH]c3c4ccccc4nc(C)c3c2cc1C | -1 | -72 | -214 | 1 | -87 | 4 | -2
Cn1cnc(S(=O)(=O)N[C@@H]2CC[C@H](CC(=O)Nc3ccc(-c4ccccc4)cc3)O[C@@H]2CO)c1 | -4 | · | -3 | 0 | 1 | -3 | -10
O=C(O)/C=C/C(=O)Nc1ccc(OC(F)(F)F)cc1Br | -1 | 6 | · | -3 | · | 1 | -11

Taken from above, 13 compounds:
SMILES | Cneo AK release | miR122 inh | C2C12 statin | SIRT5 block | esBAF inh | ERp5 inh | ARNT-TACC3 inh
CC(NC(=O)c1ccncc1)c1ccccc1 (configuration not stated) | 2 | -5 | -4 | -1 | 5 | -3 | -4
O=C(Nc1ccccc1N1CCCCC1)C1CCN(C(=O)c2ccc(Cl)cc2)CC1 | -1 | -6 | -4 | 0 | -3 | 2 | -1
C=CCn1c(C)cc(C(=O)Cn2nc(C(=O)O)c3ccccc3c2=O)c1C | -7 | 0 | 0 | 7 | 29 | 22 | -2
N#Cc1nc(-c2ccc(OCc3ccccc3)cc2)oc1NCCCN1CCOCC1 | -1 | 9 | 14 | · | 0 | · | 8
CCCNC(=O)N1C[C@@H]2[C@H](c3ccccc31)[C@H](CO)N2C(=O)NC(C)C | 0 | -10[16.7 µM] | -3 | · | -5 | · | -2
COc1ccccc1OCC(=O)Nc1c2c(nn1-c1ccc(F)cc1)CS(=O)(=O)C2 | 0 | -4 | -3 | -2 | -10 | -7 | -1
COc1cccc(CN2CC(C(=O)NCCCn3cccn3)CCC2=O)c1 (configuration not stated) | 2 | -2 | 0 | 0 | 0 | 2 | -1
COc1ccccc1CN1CC(C(=O)NCCC2=CCCCC2)CCC1=O (configuration not stated) | 1 | -3 | 3 | 0 | 3 | 2 | -4
COc1ccc(OC)c(Nc2nc(N)c([N+](=O)[O-])c(NC3CCCCC3)n2)c1 | 3 | -5 | -47 | -4 | -5 | -2 | -2
Cc1sc2ncnc(Sc3ccccc3C(=O)Nc3ccc(Br)cc3)c2c1C | 4 | 6 | -4 | 1 | 5 | 5 | -1
O=C(NC(=S)N1CCN(C2CCCCC2)CC1)c1ccccc1 | 12 | -3 | 7 | -1 | 4 | -5 | -1
O=CN(c1ccccc1)c1ccc2ccccc2c1 | · | · | · | 1 | · | -2 | 19
CCOC(=O)COc1ccc(S(=O)(=O)N2CCc3ccccc3C2)cc1 | -2 | -3 | 1 | · | 6 | · | -1

Next part
SMILES | Cneo AK release | miR122 inh | C2C12 statin | SIRT5 block | esBAF inh | ERp5 inh | ARNT-TACC3 inh
Cc1ccc(Cc2c(-c3cccc(Br)c3)nc3cc(C)c(Br)c(C)n23)cc1 | 8 | 2 | -6 | -3 | -1 | -1 | ·
COc1ccc(NC(=O)Nc2ccc3c(c2)[C@H]2C[C@H](CC(=O)NCc4ccc5c(c4)OCO5)O[C@@H](CO)[C@H]2O3)cc1 | 48 | -2[16.7 µM] | -3 | -5 | 1 | 2 | -2
CC(C)CNS(=O)(=O)c1cc(C(=O)OCC(=O)N2CCOCC2)c(Cl)cc1Cl | 23 | 6 | -18 | 0 | -5 | 4 | 31
Cn1nc(C(C)(C)C)cc1NC(=O)C1(C)CCN1C(=O)C1(c2ccccc2)CCCC1 (configuration not stated) | 0 | 2 | -10 | 4 | -2 | 4 | ·
COc1ccc(N2CCN(CCNC(=O)Nc3ccc(C)cc3Cl)CC2)cc1 | -13 | 7 | -6 | 2 | -7 | 2 | -6
COc1cc(C(=O)Nc2ccc(S(=O)(=O)N(C)c3ccccc3)cc2)cc(OC)c1OC | · | · | · | -5 | · | 3 | -8
